Runt-SMMHC FRET: inhibitors of RUNX1 Runt–CBFb-SMMHC binding, primary screen, biochemical, FRET, Cerulean-Runt, Venus-CBFb-SMMHC, uHTS. Runt-related transcription factor 1 (Homo sapiens) + Core-binding factor subunit beta …. Cerulean-Runt/Venus-CBFb-SMMHC FRET ratio 530/480, 1 h. inhibition, % at 20 µM. hit rate 0.74% among 220,000;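 active = mean inhibition across duplicate retests at 20 µM reaching about 50%, limit read from the data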;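 also: 0% = DMSO wells and 100% = wells with excess untagged CBFb-SMMHC; inhibitors lower the FRET ratio by blocking Runt binding to CBFb-SMMHC; some results filed as inactive read as strong as hits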
Mdm2 ligase inh: MDM2-luciferase reporter signal enhancers, primary screen, MDM2 E3 ligase inhibitor project, cell-based, luminescence, 1536-well | cell-based MDM2 ubiquitination luciferase reporter, 2 h; 0 = plate control, 100 = twice control, blank-subtracted | signal enhancement, % at 5 µM | AID 1230, 2008 | hit rate 0.11% among 210,000 | E3 ubiquitin-protein ligase Mdm2 (Homo sapiens), Q00987;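 active = signal enhancement of 30% or more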;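 also: luminescence tracks abundance of the self-degrading MDM2-luciferase fusion protein; higher signal means inhibition of MDM2 E3 ligase activity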
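Assay system: stable mammalian line carrying autodegrading MDM2–luciferase fusion reporter; amount: 2000 cells seeded into each well; buffer or medium: DMEM; benchmarks: plate control and blank wells; signal: luciferase luminescence; timing: 2 h compound exposure at 37 °C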
CHOP inhibitor: inhibitors of CHOP promoter induction, primary screen, cell-based, unfolded protein response, luciferase reporter; CHO-K1 CHOP-promoter luciferase, tunicamycin-induced, 15-18 h; AID 2732, 2010; inhibition, % at 10 µM; hit rate 3.8% among 220,000;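 active = compounds that reduced the stress-induced luciferase reporter signal by more than about 70% of percent inhibition, limit read from the data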;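 also: 0% = tunicamycin plus vehicle and 100% = wells without tunicamycin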
TNF necrop inh: inhibitors of TNF-alpha triggered necroptosis, primary screen, cell-based, Jurkat FADD-/-, single concentration. AID 463075, 2010. hit rate 0.068% among 220,000. Jurkat FADD-/- TNF necroptosis rescue, ATP luminescence, 24 h; 0 = TNF only, 100 = no-TNF cells. activation (protection from cell death), % at 10 µM;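 active = activation, meaning protection from cell death, of at least 50% relative to plate controls; inactive = activation below 50%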;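 also: necroptosis triggered by 40 ng/mL TNF-alpha added together with compound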
zfTRPN1 agonist: zebrafish TRPN1 channel agonists, primary screen, cell-based, HEK293, calcium fluorescence | transient receptor potential cation channel N1 (TRPN1/NompC), Danio rerio | HEK293 zebrafish TRPN1-YFP, Fluo-8 calcium fluorescence; 100% = response to 87 µM carbachol | activation, % at 3 µM | hit rate 0.18% among 220,000 | AID 1424, 2008;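 active = activation above its plate's cutoff, the mean activation of test wells on that plate plus 3 SD, cut at about 19% in these data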;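 also: 0% = DMSO alone and 100% = 87 µM carbachol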
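Material – zebrafish TRPN1-YFP in HEK293 cells · Doses – 3 µM single point · Schedule – dye 1 h 37 °C plus 30 min RT · Signal – Fluo-8 calcium fluorescence, excitation 470-495 nm, emission 515-575 nm · Read-out – % activation versus carbachol response · Control set – carbachol high, DMSO low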
PPC-1+TRAIL kill: compounds killing PPC-1 cancer cells with TRAIL present, primary screen, TRAIL potentiator project, ATPLite luminescence, uHTS; PPC-1 cells + TRAIL, ATPLite viability luminescence; cell killing (% activity), % at 4 µM; hit rate 0.41% among 220,000; AID 1443, 2008;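 active = cell killing above 50% in the first pass at 4 µM, then a duplicate retest at 5 µM averaging 50% or more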;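 also: plate controls were cells with TRAIL plus DMSO for no effect and medium-only wells lacking cells for full effect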
EBV gp42 block: Epstein-Barr virus gp42 inhibitors, primary screen, biochemical, uHTS, fluorescence polarization; Glycoprotein 42 (Epstein-Barr virus (strain AG876)), Q1HVG2; Fluorescence polarization binding assay, mP read-out; inhibition, % (tested at 21.74 µM); hit rate 0.42% among 220,000; in the data active = inhibition above about 50%
Target sequence (Q1HVG2 whole entry, looked up): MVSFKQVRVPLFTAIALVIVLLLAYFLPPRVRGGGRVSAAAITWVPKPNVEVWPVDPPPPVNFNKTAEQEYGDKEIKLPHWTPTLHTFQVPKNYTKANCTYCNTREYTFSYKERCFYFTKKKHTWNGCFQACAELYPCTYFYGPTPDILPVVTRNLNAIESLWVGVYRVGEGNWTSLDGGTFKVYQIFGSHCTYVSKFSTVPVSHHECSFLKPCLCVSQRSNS
p47phox inh: p47phox/p22phox peptide binding inhibitors, primary screen, biochemical, uHTS, NADPH oxidase regulatory subunit | Neutrophil cytosol factor 1 (Homo sapiens), P14598 | fluorescence polarization, 2 h | hit rate 0.53% among 220,000 | inhibition, % at 24.7 µM;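 active = inhibition above about 30%, limit read from the data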;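 also: 0% = p47phox with labelled peptide and 100% = labelled peptide alone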
TRPML3 ag: human TRPML3 channel agonists, primary screen, cell-based, HEK293 TRPML3-YFP, Fluo-8 calcium fluorescence, 3 µM; 100% = the carbachol control signal; activation, % at 3 µM; hit rate 0.29% among 220,000;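 active = activation above its plate's cutoff, the mean activation of the plate's test wells plus 3 SD, cut at about 12% in these data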;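 also: 0% = DMSO only wells and 100% = carbachol wells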
Target sequence (Q8TDD5 whole entry, looked up): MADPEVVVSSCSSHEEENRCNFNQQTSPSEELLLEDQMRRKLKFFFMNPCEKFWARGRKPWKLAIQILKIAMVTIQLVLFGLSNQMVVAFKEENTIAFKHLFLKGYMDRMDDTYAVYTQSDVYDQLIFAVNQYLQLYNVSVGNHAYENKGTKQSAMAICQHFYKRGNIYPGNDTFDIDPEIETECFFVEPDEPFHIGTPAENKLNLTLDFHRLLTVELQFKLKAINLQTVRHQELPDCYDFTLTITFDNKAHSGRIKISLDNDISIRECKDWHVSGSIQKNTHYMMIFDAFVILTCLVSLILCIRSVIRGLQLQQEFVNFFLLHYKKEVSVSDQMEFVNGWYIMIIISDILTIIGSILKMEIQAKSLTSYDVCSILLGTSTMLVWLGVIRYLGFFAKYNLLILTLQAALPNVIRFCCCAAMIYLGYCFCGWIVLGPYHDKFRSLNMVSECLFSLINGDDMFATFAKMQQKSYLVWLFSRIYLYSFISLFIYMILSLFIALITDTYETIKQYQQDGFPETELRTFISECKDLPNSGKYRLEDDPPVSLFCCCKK
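Material: HEK293 cells stably carrying human TRPML3-YFP; compound dosing: single dose, 3 µM final nominal compound, 0.3% DMSO final; incubation: 1-h 37 °C dye load, 5-s basal, 120-s post-compound reads; technique: Fluo-8 intracellular calcium fluorescence, excitation 470-495 nm, emission 515-575 nm; read-out basis: percent activation from peak-to-basal fluorescence ratio, scaled between DMSO and carbachol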
The depositor's hits bear a star; · = not tested or not shown.

The opening 3 entries, to show the layout:
SMILES	Runt-SMMHC FRET	Mdm2 ligase inh	CHOP inhibitor	TNF necrop inh	zfTRPN1 agonist	PPC-1+TRAIL kill	EBV gp42 block	p47phox inh	TRPML3 ag
CCC(C)NCCOc1cc(C)cc(C)c1C (centres undefined)	-3	-89	8	1.8	-0.2	-17	1	7	0.2
CO/N=C/C(C#N)=C/c1ccc(OC)cc1	6	-12	-20	-1.5	0.4	1	-12	-3	-0.5
CC(/C=N/NC(=O)c1cc(-c2ccncc2)nc2ccccc12)=C\c1ccco1	-11	-3	21	-19	0.2	29	-2	-25	0.9

The listing, repeating the preview:
SMILES	Runt-SMMHC FRET	Mdm2 ligase inh	CHOP inhibitor	TNF necrop inh	zfTRPN1 agonist	PPC-1+TRAIL kill	EBV gp42 block	p47phox inh	TRPML3 ag
CCC(C)NCCOc1cc(C)cc(C)c1C (centres undefined)	-3	-89	8	1.8	-0.2	-17	1	7	0.2
CO/N=C/C(C#N)=C/c1ccc(OC)cc1	6	-12	-20	-1.5	0.4	1	-12	-3	-0.5
CC(/C=N/NC(=O)c1cc(-c2ccncc2)nc2ccccc12)=C\c1ccco1	-11	-3	21	-19	0.2	29	-2	-25	0.9
CN(C)S(=O)(=O)N1CCN(C(=O)c2ccccc2)CC1	1	-5	-10	-0.5	-0.3	2	1	4	0.9
O=C1CCN(C(=O)c2ccc(Cl)cc2)N1	-2	-5	-6	0.0	-0.9	-8	-1	0	0.1
CC(=O)N1CCN(c2ccc(NC(=S)NC(=O)c3ccccc3)cc2)CC1	1	-5	-3	0.9	1.2	24	-5	-2	0.2
Cc1ccc(C(=O)COc2ccccc2-c2ccccc2)cc1	1	-3	64	1.3	-0.3	20	-22	8	-0.6
CC1=Nc2cc(C(=O)NCc3ccco3)ccc2Sc2ccc(C)cc21	1	1	-20	-7.3	-1.6	6	-23	-65	0.2
CCOCCCNC(=O)CCC(=O)NNc1nc2ccccc2c2nc(-c3ccccc3)nn12	5	-9	2	-0.2	1.2	21	2	-8	-0.3
CC(C)NC(=O)c1ccc2c(=O)n(Cc3ccco3)c(=S)[nH]c2c1	-15	-8	-18	-2.1	2.6	2	-15	-7	1.5
Oc1cnn(-c2ccccc2)c1	-4	2	24	-0.8	0.1	32	4	0	0.1
O=C(Nc1ccccc1)N1CCC(C(=O)N(Cc2ccco2)Cc2cccs2)CC1	4	5	39	0.1	1.0	18	-10	1	0.4
Cc1c(NC(=O)c2ccc3c(c2)C(=O)N(CC2CCCO2)C3=O)cccc1C(=O)O (centres undefined)	-1	-86	-13	-3.0	1.8	24	3	-11	0.0
O=C(NNS(=O)(=O)c1ccc(Cl)cc1)C1CCN(Cc2ccccc2)CC1	3	-18	6	-1.2	2.1	23	-13	-4	0.9
OCCNc1nc(N2CCOCC2)nc(N2CCOCC2)n1	-2	0	26	1.1	2.1	-2	-3	-2	0.8
Cc1c(C(=O)NC(C)CCc2ccccc2)cccc1[N+](=O)[O-] (centres undefined)	2	-19	3	-1.4	0.6	22	0	2	-0.3
O=C(c1ccc(S(=O)(=O)Cc2cc(F)ccc2F)c([N+](=O)[O-])c1)N1CCCC1	7	-12	-8	-13	3.3	-17	-4	3	0.4
CCOc1ccccc1OCC(=O)NC1CCCCC1	0	-11	-24	1.4	-0.9	12	-5	-17	0.2
c1ccc(-c2n[nH]c3ccccc23)cc1	-9	-19	34	0.9	0.9	32	3	-10	0.1
CCOc1ccc(-c2cc(C(=O)NN3CCN(C)CC3)c3cc(Cl)ccc3n2)cc1	-8	-19	-6	2.3	3.3	2	16	-6	1.4
CCOc1ccc(N(CC(=O)Nc2ccc(OC)cc2)S(=O)(=O)c2c(C)noc2C)cc1	-1	-11	26	-0.1	0.4	14	-2	-15	0.2
CCCCn1c(=O)c(CCC(=O)OCC(=O)Nc2ccc(F)c(Cl)c2)nc2ccccc21	0	·	7	1.1	0.3	22	-22	-11	-0.2
COC(=O)c1ccc(OS(=O)(=O)c2ccc(NC(C)=O)cc2)cc1	0	-26	9	0.5	6.5	27	-4	0	2.6
O=C(NNc1c(F)c(F)cc(F)c1F)c1cc2ccccc2oc1=O	2	-9	-10	1.1	0.0	11	-12	-6	0.3
Cc1ccc(OCC(=O)NC(=S)Nc2ccc(Br)c(C)n2)cc1	3	6	19	-4.9	2.3	2	0	-4	0.9
COc1ccc2c(C)cc(Sc3nnnn3-c3ccccc3)nc2c1	3	-4	19	15	-1.8	30	3	-5	-1.1
Cc1nn(-c2ccccc2)c2ncc(C(=O)c3cc(Cl)ccc3O)cc12	0	3	44	1.3	-0.1	11	4	1	0.6
CN(C)C(=O)c1ccc(-c2cc(C(F)(F)F)nn2C)s1	1	-3	0	-2.3	0.4	6	-11	-12	-0.1
CN=C(Nc1cc(C)nn1-c1ccccc1)c1ccccc1F	2	-8	20	-0.1	-0.1	21	-4	-18	0.3
Cc1cc(-c2n[nH]c(=S)n2/N=C/c2cccc(O)c2)n[nH]1	6	-12	-2	0.7	1.1	-8	-11	5	1.0
COc1ccc(/C=N/Nc2nn3cnnc3c3ccccc23)cc1	-2	-7	-13	-5.1	1.7	-1	-1	-5	0.2
CCCCCn1c(N)c(-c2nc3ccccc3s2)c2c([N+](=O)[O-])nn(CC)c(=O)c21	-10	7	-12	-1.2	-0.2	33	-14	-6	-0.1
O=C(NC1=NCCS1)c1cccs1	-1	-15	-12	-2.0	1.3	0	-15	-18	0.5
O=S1(=O)CCC(NC(=S)N2CCOCC2)C1 (centres undefined)	2	7	14	1.3	1.1	15	-1	-9	0.9
Cn1c(Cn2c(=O)sc3ccccc32)nnc1SCC(=O)Nc1ccccc1F	-4	-5	-5	2.3	-0.8	8	-23	-2	0.0
Cc1ccc(S(=O)(=O)NCC(=O)N(CC(=O)NC2CCCC2)c2ccc3c(c2)OCCO3)cc1	-3	-6	2	0.0	-1.8	10	-2	6	-0.9
Cc1nn(CC(=O)Nc2ccc(Cl)cn2)c(C)c1Br	1	-10	-15	9.0	1.3	20	-8	-12	0.9
COc1ccc(S(=O)(=O)N(C)CC(=O)O)c2ccccc12	0	8	13	-1.1	-2.4	-2	-5	-4	0.8
Cc1cccc(NC(=O)Cn2nnc(C(=O)NCc3cccs3)c2N)c1C	-7	-6	15	-1.6	0.7	4	-19	-9	-0.6
CSCCC(NS(=O)(=O)/C=C/c1ccccc1)C(=O)NCCc1ccc(S(N)(=O)=O)cc1 (centres undefined)	4	0	13	0.4	0.1	5	-4	-14	0.1

Quoted at random: 5 records from the list.
SMILES	Runt-SMMHC FRET	Mdm2 ligase inh	CHOP inhibitor	TNF necrop inh	zfTRPN1 agonist	PPC-1+TRAIL kill	EBV gp42 block	p47phox inh	TRPML3 ag
Cc1ccc(S(=O)(=O)NCC(=O)N(CC(=O)NC2CCCC2)c2ccc3c(c2)OCCO3)cc1	-3	-6	2	0.0	-1.8	10	-2	6	-0.9
CCCCCn1c(N)c(-c2nc3ccccc3s2)c2c([N+](=O)[O-])nn(CC)c(=O)c21	-10	7	-12	-1.2	-0.2	33	-14	-6	-0.1
COc1ccc(/C=N/Nc2nn3cnnc3c3ccccc23)cc1	-2	-7	-13	-5.1	1.7	-1	-1	-5	0.2
O=S1(=O)CCC(NC(=S)N2CCOCC2)C1 (centres undefined)	2	7	14	1.3	1.1	15	-1	-9	0.9
COc1ccc(S(=O)(=O)N(C)CC(=O)O)c2ccccc12	0	8	13	-1.1	-2.4	-2	-5	-4	0.8

Next part:
SMILES	Runt-SMMHC FRET	Mdm2 ligase inh	CHOP inhibitor	TNF necrop inh	zfTRPN1 agonist	PPC-1+TRAIL kill	EBV gp42 block	p47phox inh	TRPML3 ag
CN(C)c1cccc(NC(=O)C2(C)CC2(Cl)Cl)c1 (centres undefined)	8	-5	-6	3.3	0.2	8	-12	-3	0.2
CCOC(=O)c1sc(=S)n(-c2ccc(Cl)cc2)c1C	-2	5	14	-1.3	-1.5	9	3	-8	-0.1
COc1ccc2cc(CN(CC3CCCO3)C(=O)Nc3ccccc3)c(=O)[nH]c2c1 (centres undefined)	0	2	-20	3.1	2.0	-2	-6	-3	-0.5
COc1cccc(OCc2nnc(SCC(=O)OCc3ccccc3)o2)c1	1	4	6	-1.4	-1.3	-25	1	-13	-0.1
COc1ccc(/C=N/NC(=O)CCCCCNC(=O)c2ccccc2)cc1	4	-6	4	1.5	-0.8	-3	-8	-10	0.4
Cc1oc(CC(C)C)c(CN2CCCC2)c1C(=O)O	0	-55	5	-13	0.2	-4	10	4	1.0
C=CCN(CC=C)C(=O)CCc1nnc(CCc2c[nH]c3ccccc23)o1	3	-2	-22	0.1	0.5	-10	-12	-4	0.3
C=CCNC(=S)NNC(=O)c1ccc(OCC)cc1	-2	-32	0	-1.9	1.1	15	8	-5	-0.3
COCCn1c(=NC(=O)c2cc(Cl)sc2Cl)sc2cc(S(N)(=O)=O)ccc21	-13	-6	81*	2.8	0.8	1	-25	-26	0.7
CCN(CC)CC(=O)Nc1ccc(C)cc1Br	0	-13	18	-2.8	-0.3	24	-4	0	-0.1
Cc1ccc(OCC(=O)NNC(=O)c2cc3ccccc3o2)cc1	-1	-22	14	-3.0	-0.7	7	-5	-3	0.0
CCOC(=O)C1=C(C)N(CC(C)C)C(=O)/C1=C\c1cccs1	-8	-12	14	5.3	-0.2	14	-9	-3	-0.2
CS(=O)(=O)N1CCC(C(=O)Nc2cc(Cl)cc(Cl)c2)CC1	0	-14	-15	0.5	1.3	·	3	-6	0.6
Cc1ccc(C(=O)N2CCN(S(=O)(=O)c3ccccc3[N+](=O)[O-])CC2)o1	3	5	7	1.5	1.9	4	-16	12	1.9
CC(NC(=O)C(=O)N/N=C\c1ccc([N+](=O)[O-])cc1)c1ccccc1 (centres undefined)	-2	-8	84*	-0.1	1.1	-1	-26	-2	0.7
CC1=Nc2cccc([N+](=O)[O-])c2NC(=O)C1	2	-11	-4	-0.9	0.6	24	3	6	-0.3
COC(=O)c1ccc(C(=O)OC)c(NC(=O)C(C)C)c1	-1	-8	4	0.3	-1.7	21	1	-2	0.2
